human PMI inhibitors: human PMI inhibitors, high substrate, primary screen, biochemical, fluorescence intensity, high mannose 6-phosphate (AID 1220). Mannose-6-phosphate isomerase (Homo sapiens). recombinant PMI enzyme, coupled fluorescence intensity; higher % means a stronger effect. one-dose inhibition, % at 20 µM; IC50 in µM for titrated hits. 190,000 tested, 0.66% active
human PMI inhibition: inhibitors of human PMI, primary screen, biochemical, fluorescence intensity, coupled assay (AID 1209) | Mannose-6-phosphate isomerase (Homo sapiens) | purified PMI enzyme, coupled fluorescence intensity; higher % means a stronger effect | one-dose inhibition, % at 20 µM; IC50 in µM for titrated hits | 190,000 tested, 0.42% active;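 also: plate controls were DMSO vehicle for no effect and wells lacking substrate for full effect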
West Nile virus CPE: West Nile virus antiviral activity, cell-based, CPE readout (AID 1621). West Nile virus-infected cells, CPE inhibition; higher % means a stronger effect. one-dose CPE inhibition, % at 10 µM; IC50 in µM for titrated hits. 290,000 tested, 0.02% active; in the data active = a potency from the dose series; inconclusive = CPE inhibition mostly from about 3.7% at the one dose, without a potency; inactive = the rest, 99 in 100 with CPE inhibition below about 2.2%; also: strong numbers were not always called active
K1F lysis inhibition: inhibition of K1F phage lysis, E. coli UTI89, bacterial capsule biogenesis inhibitors, alamar blue (AID 488966) | E. coli UTI89 K1F phage lysis, alamar blue, 2 h; higher % means a stronger effect | one-dose inhibition, % at 100 µM; IC50 in µM for titrated hits | 340,000 tested, 0.02% active;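 active = phage lysis inhibition, versus mean bacterial control, above a set limit; inconclusive = no clear call, values can overlap the other calls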;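 also: capsule biogenesis inhibitors block K1F phage lysis so surviving cells raise fluorescence; higher fluorescence means more inhibition of phage lysis; actives were called in the ten point dose series up to 300 µM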
TNAP activation fold: human TNAP enzyme activators, primary screen, biochemical, luminescent, no phosphate acceptor, uHTS (AID 1001); purified TNAP, luminescent activation assay, no phosphate acceptor; higher activation fold means a stronger effect; activation fold at 20 µM, or EC50 in µM where a hit was titrated; 200,000 tested, 0.03% active; in the data active = activation fold from about 3, or a potency from the dose series; inactive = the rest, 99 in 100 with activation fold below about 1.6; also: many of its hits are not listed in these tables
RSV antiviral HEp-2: RSV antiviral activity via CPE protection, HEp-2 cells, primary 10 µM value included (AID 2391). 310,000 tested, 0.13% active. CPE inhibition, % at 10 µM; hits with a dose series show IC50 in µM. HEp-2 cells, RSV-induced CPE inhibition; higher % means a stronger effect; in the data active = a potency from the dose series; inconclusive = CPE inhibition mostly from about 23% at the one dose, without a potency; inactive = the rest, 99 in 100 with CPE inhibition below about 21%; also: strong numbers were not always called active
T cell HTS: modulators of CD8 T cell-vesicle binding, primary screen, mouse 2C CD8+ T cells, flow cytometry; calls only at 7 µM; 330,000 tested, 0.068% active; 2C CD8+ T cell-vesicle binding; stronger effect = lower value; AID 2052, 2009;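 active = response, share of CD8 T cells binding vesicles, and their 90th percentile fluorescence all below set limits, cut at about 80% in these data, passing the limit was not always enough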
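Incubation: binding step 1.5 h, 37 °C, antibody labelling 20 min, ice; system: murine 2C transgenic CD8+ T lymphocytes; technique: cytometric PE anti-B7-1 and Alexa647 anti-CD8 signals after 1% paraformaldehyde fixation; also added: QL9-charged Drosophila Ld/ICAM-1/B7-1 vesicles; control set: naked versus QL9-loaded vesicles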
M1AAP inhibition: P. falciparum M1AAP inhibitors, biochemical, fluorogenic H-Leu-NHMec substrate, 1536-well (AID 1445). Aminopeptidase N (Plasmodium falciparum (isolate 3D7)). inhibition, % at 30 µM; hits with a dose series show IC50 in µM. recombinant M1AAP, H-Leu-NHMec fluorogenic kinetic assay; higher % means a stronger effect. 220,000 tested, 0.42% active;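 active = primary inhibition above the hit cutoff, then over 50% inhibition at one or more dose response concentrations, cut at about 23% in these data, passing the limit was not always enough; inconclusive = conflicting primary data, or primary hits not chosen for dose response; inactive = low primary inhibition, or under 50% at every dose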;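 also: plate controls were DMSO full reaction for no effect and no enzyme background for full effect; strong numbers were not always called active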
P. falciparum M17LAP: P. falciparum M17LAP inhibitors, primary screen, biochemical, fluorogenic H-Leu-NHMec substrate, 1536-well (AID 1619); Leucine aminopeptidase (Plasmodium falciparum (isolate 3D7)); recombinant M17LAP, H-Leu-NHMec fluorogenic kinetic assay; higher % means a stronger effect; one-dose inhibition, % at 30 µM; IC50 in µM for titrated hits; 220,000 tested, 0.38% active;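 active = compound inhibiting the enzyme by more than half at any dose during confirmatory dose-response retesting; inconclusive = strong single-dose inhibitors picked by rank but not retested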;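 also: plate controls were full reaction with DMSO carrier for no effect and no enzyme background for full effect; strong numbers were not always called active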
T cell HTS vesicle-bound %: second read-out of T cell HTS, no call of its own (marks repeat the call); double positive events, %; measured here: CD8+ vesicle-bound cell fraction;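 binding gate set so that unloaded-vesicle control wells show 10% double positive cells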
* marks the source's active call; other numbers are inactive results; i = inactive; ? = inconclusive; / = not tested or not shown; [ ] = another dose, or the depositor's remark. Rule as the data show it, unless noted: active = inhibition above about 50%; inactive = the rest. Some of the compounds tested; count on the stated rates, not on these rows.

Each structure is followed by: human PMI inhibitors	West Nile virus CPE	T cell HTS	human PMI inhibition	T cell HTS vesicle-bound %	P. falciparum M17LAP	M1AAP inhibition	TNAP activation fold	RSV antiviral HEp-2	K1F lysis inhibition
CCN(CC)CC(=O)Nc1ccc(Cl)cc1C(=O)c1ccccc1
    /	-0.3%	i	/	38	1%	1%	/	1.0%	5.5%
Nc1ccc([As](=O)(O)O)cc1
    -2%	-0.1%	i	-7%	25	2%	17%	1	-0.3%	6.2%
CCN1CC2([N+](=O)[O-])CC=C(Cl)C([N+](=O)[O-])(C1)C2 (stereo not given)
    -9%	0.2%	i	-7%	29	-2%	0%	1.1	0.7%	-0.4%
O=C1NC(=S)NC(=O)C1=Cc1ccc(OCC(=O)N2CCCC2)cc1
    /	0.5%	i	/	14	/	/	/	0.3%	0.4%
O=C1OCc2cc(N=Nc3c(O)[nH]c(=O)[nH]c3=O)ccc21
    /	-0.5%	i	/	62	3%	10%	/	2.5%	1.1%
CSc1ccc(CNC(C)C(O)c2ccccc2)cc1 (stereo not given)
    1%	-0.5%	i	1%	41	3%	3%	1.1	-2.1%	0.3%
O=c1[nH]c(=S)n(C2CC2)c(O)c1C=NCCc1ccccc1
    /	0.5%	i	/	34	-5%	0%	/	/	/
COCCOC(=O)c1c(N)n(Cc2ccc(OC)cc2)c2nc3ccccc3nc12
    10%	-0.3%	i	17%	20	-25%	?	1	3.8%	-0.6%
CCN(CC)CCN=Cc1c(O)n(CCC2=CCCCC2)c(=O)[nH]c1=O
    2%	0.2%	i	7%	20	6%	8%	1	-0.1%	1.2%
CCCCn1c(O)c(C=Nc2c(C)n(C)n(-c3ccccc3)c2=O)c(=O)[nH]c1=O
    9%	0.5%	i	-5%	41	-8%	-2%	0.8	0.9%	0.3%
C=CCN1C(=O)NC(=O)/C(=C/c2ccc(OCC(=O)Nc3ccc(C)cc3)cc2)C1=O
    /	0.0%	i	/	70	/	/	/	-0.6%	0.0%
CN1CCN(/N=C/c2c[nH]c3ccccc23)CC1
    /	0.2%	i	/	42	10%	2%	/	3.1%	0.3%
O=C1c2ccccc2C(=O)N1Cc1nc2ccccc2c(=O)n1-c1ccccn1
    -5%	-0.4%	i	-3%	36	8%	11%	0.9	1.9%	-0.4%
CCOC(=O)C1=C(N)OC2=C(C(=O)CCC2)C12C(=O)N1c3c(ccc(C)c32)C(C)=CC1(C)C (stereo not given)
    12%	0.0%	i	7%	43	5%	6%	1	1.9%	0.1%
CN(C)C(=O)Oc1ccc2ccccc2c1Cl
    6%	0.7%	i	3%	34	6%	12%	0.9	4.8%	1.2%
CC(C)n1c(=O)c(C=Nc2cccc([N+](=O)[O-])c2)c(O)n(CCc2ccccc2)c1=O
    -2%	-1.3%	i	-4%	28	14%	1%	1	1.4%	1.6%
C=CCn1c(O)c(C(CC)=NCCN2CCN(C(=S)NC)CC2)c(=O)[nH]c1=O
    /	0.5%	i	/	9	4%	3%	/	/	-0.8%
CN1CCN(c2ncnc3nc[nH]c23)CC1
    -3%	-0.7%	i	3%	22	17%	5%	1.1	0.9%	0.5%
COC(=O)c1c(-c2ccc(C(C)(C)C)cc2)csc1NC(=O)C1C2CCC(O2)C1C(=O)O (stereo not given)
    23%	-0.7%	i	41%	52	35%	79µM*	1.2	3.0%	-1.5%
CCCNC(=O)Cn1cnc2sc(C(=O)N3CCC4(CC3)OCCO4)c(C)c2c1=O
    /	0.2%	i	/	11	/	/	/	1.2%	0.5%
Nc1ccccc1C(=O)OCc1ccc([N+](=O)[O-])cc1
    7%	0.1%	i	6%	40	-6%	4%	1.1	0.8%	1.3%
Cc1cc(/C=C2\C(=O)NC(=O)N(Cc3ccccc3)C2=O)c(C)n1-c1ccc(Cl)c(C(=O)O)c1
    -29%	0.1%	i	-31%	24	73µM*	16%	0.9	2.4%	1.9%[50 µM]
O=C(CCCn1c(=O)[nH]c2cc(Cl)ccc2c1=O)N1CCC2(CC1)OCCO2
    -4%	0.4%	i	-9%	37	7%	10%	0.9	2.6%	2.8%
CC(C)c1ccc(N2C(=O)NC(=O)/C(=C\C=C\c3ccco3)C2=O)cc1
    -83%	-0.1%	i	-54%	47	5%	4%	0.9	12%	/
N#CC1=C(N)Oc2cc(O)ccc2C1c1ccc2c(c1)OCO2 (stereo not given)
    23%	0.4%	i	18%	15	-1%	-7%	1.1	1.5%	/
CSC1=NP(=S)(SC)N2CCCC2=C1C#N (stereo not given)
    1%	-0.8%	i	0%	52	11%	8%	1.1	1.0%	0.1%
COc1ccc2c(c1)c(CCN)c(C)n2Cc1ccccc1
    /	-0.8%	i	/	46	3%	7%	/	-0.2%	1.7%
Cc1ccc(C(=O)NC2CC3CCC(C2)N3)cc1 (stereo not given)
    11%	0.6%	i	-2%	13	-2%	-4%	1.2	0.7%	0.0%
O=C(Nc1ccccc1)N1CC2CC(C1)c1cccc(=O)n1C2 (stereo not given)
    0%	-0.1%	i	-6%	60	0%	0%	1.1	0.8%	0.1%
O=[N+]([O-])c1ccc(N2CCCC2)c(F)c1Br
    8%	-1.2%	i	-3%	57	3%	1%	1.1	15%	0.2%

The closing two compounds of the part above open the next one:
Each structure is followed by: human PMI inhibitors	West Nile virus CPE	T cell HTS	human PMI inhibition	T cell HTS vesicle-bound %	P. falciparum M17LAP	M1AAP inhibition	TNAP activation fold	RSV antiviral HEp-2	K1F lysis inhibition
O=C(Nc1ccccc1)N1CC2CC(C1)c1cccc(=O)n1C2 (stereo not given)
    0%	-0.1%	i	-6%	60	0%	0%	1.1	0.8%	0.1%
O=[N+]([O-])c1ccc(N2CCCC2)c(F)c1Br
    8%	-1.2%	i	-3%	57	3%	1%	1.1	15%	0.2%
CC(=O)Cc1ccc(OC(C)C)cc1
    /	0.6%	i	/	19	-4%	-3%	/	/	6.6%
COc1ccc(S(=O)(=O)NC(CC(=O)N2CCC3(CC2)OCCO3)c2ccco2)cc1 (stereo not given)
    -2%	1.1%	i	0%	37	-3%	4%	1.1	0.4%	-0.2%
O=C(c1ccc2c(c1)N(Cc1ccc(F)cc1)CCS2)N1CCC2(CC1)OCCO2
    /	-1.0%	i	/	52	/	/	/	1.9%	-0.2%
O=C(CNC(=O)OCc1ccccc1)NCC(=O)Nc1ccc(Br)cc1C(=O)c1ccccc1
    -2%	-1.8%	i	8%	13	-4%	4%	0.8	10%	8.8%
CSc1ncc(/C=C2/C(=O)NC(=O)N(C3CCCCC3)C2=O)cn1
    -9%	-0.1%	i	1%	21	3%	2%	1.1	-0.3%	-0.1%
O=c1c(OC2OC(CO)C(O)C(O)C2O)c(-c2ccc(O)c(O)c2)oc2cc(O)cc(O)c12 (stereo not given)
    30%	2.7%	/	21µM*	/	31%	?	0.6	1.1%	0.6%
CNCC(C)c1ccccc1 (stereo not given)
    17%	1.1%	i	5%	53	-7%	6%	1	2.4%	0.1%
O=C1C2(c3ccccc3)CN3CN(C2)CC1(c1ccccc1)C3
    1%	0.2%	i	6%	64	3%	7%	1.1	0.9%	0.2%
CN1C[C@H](CO)C[C@@H]2c3cccc4[nH]cc(c34)C[C@H]21
    /	-0.8%	i	/	9	/	/	/	0.1%	1.3%[50 µM]
CCOP(=O)(OCC)Oc1cc(C)c(N(C)C)c(C)c1
    /	0.5%	i	/	24	-2%	2%	/	1.8%	2.9%[50 µM]
CN(C)/C=C(\C=[N+](C)C)c1[nH]ncc1[N+](=O)[O-]
    -15%	-0.1%	i	-20%	47	-3%	10%	1	1.5%	1.9%
CCOC(=O)C1=C(N)OC(C)=C(C(=O)OCCOC)C12C(=O)Nc1ccccc12 (stereo not given)
    -11%	0.1%	i	3%	13	-3%	10%	1	0.6%	-0.3%
c1ccc2c(CCNC3=NCCC3)c[nH]c2c1
    -9%	-0.3%	i	-14%	23	0%	6%	0.9	0.6%	-0.4%
CC(C)N1CC=C(c2c[nH]c3ccccc23)CC1
    -2%	1.9%	i	-2%	44	17%	9%	1.2	0.1%	-0.1%
O=C(c1ccc(C(F)(F)F)cc1)C1CCCN(Cc2ccc(CO)o2)C1 (stereo not given)
    7%	-0.8%	i	12%	46	-2%	-7%	1.1	0.2%	0.8%[50 µM]
O=C(Cn1cc(C(=O)c2ccccc2F)c2ccccc21)NCc1ccco1
    13%	-0.3%	/	20%	/	3%	12%	1.1	0.6%	4.5%
Cc1cc(/C=C2\C(=O)NC(=O)N(c3ccccc3F)C2=O)c(C)n1-c1cc(C(=O)O)cc(C(=O)O)c1
    /	-0.2%	i	/	10	/	/	/	2.0%	0.3%
COC(=O)C(O)(c1ccc(NC(=S)NC(=O)c2ccc(Cl)cc2Cl)c(C)c1)C(F)(F)F (stereo not given)
    16%	-1.7%	i	21%	11	11%	1%	1	7.5%	0.8%[50 µM]
CN(C)C(=O)OCc1n(C)cc[n+]1C
    -5%	-0.1%	i	-9%	51	18%	-1%	1	1.4%	1.9%[50 µM]
NC(=O)Cn1cc(C(=O)c2ccccc2)c2ccccc21
    /	-0.6%	i	/	60	/	/	/	1.5%	0.4%
CC(C)NS(=O)(=O)c1ccc(OCC(=O)N2CCN(Cc3ccccc3)CC2)c(Cl)c1
    -2%	-0.2%	i	-3%	47	3%	1%	1	0.5%	0.1%
C=CCn1c(O)c(C(C)=O)c(=O)[nH]c1=O (tested in a mixture with another compound)
    /	0.2%	i	/	26	10%	0%	/	/	1.8%
COc1cccc(-n2c(/C=C/c3ccc(O)c(O)c3)nc3ccccc3c2=O)c1
    14%	1.3%	i	/	60	11%	20%	0.2	1.5%	-0.2%
O=C(COc1ccc2ccccc2c1)N1CCN(Cc2ccncc2)CC1
    -20%	-0.2%	i	-8%	16	13%	15%	1	0.0%	-0.4%
CN(C)C(=O)Oc1ccc([N+](=O)[O-])cc1
    -1%	-0.2%	i	8%	51	1%	0%	1	1.4%	0.1%

High-throughput results deposited in PubChem by several laboratories.
